Keap1-Nrf2 PPI: inhibitors of human Keap1-Nrf2 protein-protein interaction; 340,000 tested, 0.15% active; Keap1 Kelch-Nrf2 peptide fluorescence polarization, 1536-well; inhibition, % at 9.4 µM; Q14145; AID 504523; in the data active = inhibition above about 12%;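 also: human Keap1 Kelch domain with fluorescein labeled Nrf2 9mer peptide probe; 0% = neutral control wells and 100% = peptide positive control; higher means more block of Keap1 binding to Nrf2 peptide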
Target sequence (Q14145 whole entry, looked up, the tested form may be a part): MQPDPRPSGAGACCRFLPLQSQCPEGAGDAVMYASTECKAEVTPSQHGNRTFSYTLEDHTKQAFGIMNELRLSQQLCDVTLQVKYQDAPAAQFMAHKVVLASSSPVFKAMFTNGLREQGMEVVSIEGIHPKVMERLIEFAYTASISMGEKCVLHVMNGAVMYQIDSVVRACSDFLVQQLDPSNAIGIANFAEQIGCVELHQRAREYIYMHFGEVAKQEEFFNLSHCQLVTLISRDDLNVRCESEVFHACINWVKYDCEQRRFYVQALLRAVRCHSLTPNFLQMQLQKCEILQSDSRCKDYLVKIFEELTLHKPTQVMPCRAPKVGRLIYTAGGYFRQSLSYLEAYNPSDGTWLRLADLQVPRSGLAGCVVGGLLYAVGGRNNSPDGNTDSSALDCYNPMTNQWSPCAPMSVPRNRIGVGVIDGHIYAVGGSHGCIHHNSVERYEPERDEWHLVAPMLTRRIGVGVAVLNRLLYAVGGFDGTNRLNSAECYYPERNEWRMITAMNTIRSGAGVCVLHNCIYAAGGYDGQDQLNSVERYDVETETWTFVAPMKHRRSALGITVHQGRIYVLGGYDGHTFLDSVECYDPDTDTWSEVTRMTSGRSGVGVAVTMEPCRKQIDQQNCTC
C-LANA FP: KSHV C-LANA DNA binding inhibition | MBP-C-LANA/FAM-LBS DNA binding, fluorescence polarization | inhibition, % at 9 µM | 340,000 tested, 0.078% active | AID 504423;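 active = highest replicate inhibition at or above 60% at 9 µM, even if other replicates fall short; inactive = all replicates below 60% inhibition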;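 also: 0% = neutral control wells and 100% = 4 µM acridine orange control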
cardiac RTF act: cardiac RTF calcium sensitization. IANBD-labeled TnC RTF fluorescence at EC20 calcium; 0% EC20 calcium, 100% full calcium. 340,000 tested, 0.24% active. activation, % at 7.2 µM. P19429+P45379;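 active = activation above the mean over all tested compounds plus 3 SD, cut at about 30% in these data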;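 also: rise in fluorescence read as greater calcium sensitivity of cardiac thin filaments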
HTR5A inv ag: inverse agonist of human HTR5A in OPRM1-OPRD1 counter-screen. 340,000 tested, 0.083% active. AID 504634. inhibition, % at 9.3 µM. HTR5A cell line, luminescence, inverse agonism; in the data active = inhibition mostly above about 23%, no sharp cut-off; inactive = mostly below about 18%;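 also: 0% = cells with DMSO and 100% = no-cell wells with DMSO; some compounds called inactive have numbers as strong as hits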
Target sequence (P47898 whole entry, looked up): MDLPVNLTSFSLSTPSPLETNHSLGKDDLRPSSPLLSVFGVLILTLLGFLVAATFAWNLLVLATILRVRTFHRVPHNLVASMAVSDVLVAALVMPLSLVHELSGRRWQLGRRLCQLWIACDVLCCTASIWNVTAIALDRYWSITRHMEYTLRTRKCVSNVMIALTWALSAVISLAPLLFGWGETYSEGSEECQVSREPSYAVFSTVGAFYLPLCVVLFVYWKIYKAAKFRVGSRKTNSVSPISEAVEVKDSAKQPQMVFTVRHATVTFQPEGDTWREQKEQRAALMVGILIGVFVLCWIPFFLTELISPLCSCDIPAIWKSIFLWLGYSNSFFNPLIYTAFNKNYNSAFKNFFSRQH
HTR5A ag: counter-screen for OPRM1-OPRD1 agonists: human HTR5A agonism; P47898; HTR5A agonist assay, luminescence, cell-based; activation, % at 9.3 µM; 340,000 tested, 0.61% active; AID 504692; in the data active = activation mostly above about 9.5%, no sharp cut-off; inactive = mostly below about 7.6%;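 also: 0% = cells with vehicle only and 100% = reference agonist; strong numbers were not always called active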
MOR-DOR inv ag: inverse agonist of human OPRM1-OPRD1 heterodimerization; P35372+P41143; cell-based MOR-DOR heterodimer luminescence, inverse agonism; 340,000 tested, 0.21% active; AID 504357; inhibition, % at 9.3 µM; in the data active = inhibition above about 22%, passing the limit was not always enough;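 also: 0% = cells with DMSO and 100% = wells without cells with DMSO; values of inactives mirror those of a sister screen read the other way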
OPRM1-OPRD1 ag: OPRM1-OPRD1 heterodimerization agonism | P35372+P41143 | cells, luminescence | activation, % at 9.3 µM | 340,000 tested, 0.3% active | AID 504326; in the data active = activation above about 18%;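 also: 0% = vehicle-treated cells and 100% = reference agonist; values of inactives mirror those of a sister screen read the other way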
V-ATPase pH: regulators of yeast V-ATPase proton transport. S. cerevisiae, pHLuorin cytosolic pH fluorescence. response, % at 10 µM. 350,000 tested, 0.37% active; in the data active = response mostly above about 7.3%, no sharp cut-off; inactive = mostly below about 5.4%; also: actives read high; inactives centre near 0; some compounds called inactive have numbers as strong as hits; reference of the scale not given here
CAL PDZ FP: inhibitors of human CAL PDZ peptide binding; inhibition, % at 24.9 µM; 300,000 tested, 0.92% active; purified CAL PDZ, TMR-peptide fluorescence polarization, 1 h; AID 602252;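 active = mean inhibition of at least 30% with at least half of replicates also reaching 30%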;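 also: 0% = DMSO neutral control and 100% = excess unlabeled competitor peptide PRC23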
Cardiac RTF inh: cardiac RTF calcium desensitization; IANBD-labeled cardiac RTF, Ca2+ fluorescence; inhibition, % at 7.15 µM; AID 493244; P19429+P45379; 340,000 tested, 0.12% active;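 active = inhibition above the mean inhibition of all tested compounds plus 3 SD, cut at about 17% in these data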;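 also: assay run at fixed EC70 calcium of 1.6 mM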
* marks the source's active call; other numbers are inactive results; nt = no result given.

SMILES | Keap1-Nrf2 PPI | C-LANA FP | cardiac RTF act | HTR5A inv ag | HTR5A ag | MOR-DOR inv ag | OPRM1-OPRD1 ag | V-ATPase pH | CAL PDZ FP | Cardiac RTF inh
Cc1ccc(C(=O)OCC(=O)NCc2ccc3c(c2)OCO3)cc1S(=O)(=O)N1CCOCC1 | 1 | -0.9 | -2 | 17 | -7 | 14 | -3.3 | 0 | -3 | 8
COc1ccc(CCN2C(=O)C(C)=C(C)C2=O)cc1OC | -4 | -1.9 | 1 | -2 | 1 | 7 | -1.5 | -1 | -3 | -11
CN(C)S(=O)(=O)Nc1ccc(Oc2ccccc2)cc1 | 1 | -0.7 | 0 | -6 | -3 | 7 | -1.2 | -1 | -6 | -6
Cc1[nH]c2ccccc2c1C(Nc1nccs1)c1ccncc1 (stereo not drawn) | -4 | -1.6 | 3 | 2 | 0 | 4 | -0.7 | -1 | -3 | 1
NC(=O)c1nn(-c2ccccc2)c(=O)cc1O | -3 | 0.5 | -1 | -8 | 0 | -5 | 1.1 | -1 | -5 | 0
N#Cc1ccc(C(=O)OCC(=O)Nc2cccc(S(=O)(=O)N3CCCCC3)c2)cc1 | 9 | 1.6 | 1 | 17 | -7 | 0 | -0.1 | 0 | -7 | -5
COc1cccc(C2/C(=C(/O)c3cnn(-c4ccccc4)c3C)C(=O)C(=O)N2CCN(C)C)c1 (stereo not drawn) | -7 | 0.9 | -3 | -4 | 2 | 12 | -3.0 | 1 | -4 | -6
O=C(NCc1ccco1)c1ccc(=O)[nH]n1 | -7 | -1.1 | 5 | -6 | 2 | 10 | -2.4 | -1 | -1 | -9
CC(C)N1C/C(=C/c2cccnc2)C(=O)/C(=C/c2cccnc2)C1 | -1 | 1.8 | -3 | 22 | 1 | -5 | 0.9 | -1 | -2 | 2
O=C1CCCN1CCCNCC(O)c1ccccc1 (stereo not drawn) | -4 | -0.1 | -2 | 7 | -2 | -1 | 0.1 | 2 | -3 | -4
CC(C)CC(c1nnnn1Cc1ccccc1)N1CCC(C(N)=O)CC1 (stereo not drawn) | 0 | -0.1 | -6 | -17 | 0 | 12 | -1.9 | -2 | 0 | 1
Cc1c(NC(=O)C2CCCNC2=O)c(=O)n(-c2ccccc2)n1C (stereo not drawn) | -3 | -0.5 | 13 | -41 | -1 | 8 | -1.4 | -3 | -2 | -5
O=C(Cc1ccccc1)N1CCC2(CC1)NCCc1[nH]cnc12 | -5 | 1.4 | 3 | -6 | 0 | 15 | -3.0 | 4 | -1 | 2
OC(Cc1ccnc2ccccc12)C(Cl)(Cl)Cl (stereo not drawn) | 2 | -0.8 | 10 | 5 | -1 | 0 | 0.1 | 0 | -3 | 4
COc1ccc(CC(=O)Nc2ccc(S(=O)(=O)NC(C)C)cc2)cc1 | -5 | -0.2 | -9 | 15 | 0 | -4 | 0.7 | 0 | -2 | -5
O=C(C[C@H]1C/C=C/CC[C@@H](Cc2ccc(F)cc2)C(=O)O[C@@H](c2ccccc2)CNC1=O)NCCO | -2 | 0.9 | -6 | -4 | 6 | 0 | 0.1 | -2 | 1 | -2
O=C1CN(C(=O)c2ccccc2)C(c2ccc(F)cc2)c2cc(Br)ccc2N1 (stereo not drawn) | -2 | -0.3 | 5 | 5 | -2 | -10 | 2.2 | -4 | -3 | 1
COC(=O)CN1C(=O)[C@H]2[C@@H](c3ccc(C)o3)N3C(=O)CN(Cc4ccc(-c5ccccc5)cc4)C(=O)[C@@]3(C)[C@H]2C1=O | -5 | 0.9 | -1 | -23 | -2 | 15 | -2.9 | -2 | -3 | 1
COc1c(/C=N/NC(N)=S)c(C)nn1-c1ccccc1 | -9 | -2.7 | -2 | 11 | 1 | -7 | 0.9 | 1 | -2 | -8
COC(=O)c1cc(C)sc1NC(=O)CN1CCN(C(=O)C2CCCO2)CC1 (stereo not drawn) | 4 | -0.9 | -3 | 10 | -4 | 12 | -2.9 | 0 | nt | 0
CN(C)C(=O)CN1C(=O)NC(c2ccccc2)(c2ccccc2)C1=O | -4 | 0.0 | -2 | 15 | -6 | 3 | -0.4 | 7 | 5 | -3
O=C(COc1ccccc1N1C(=O)C2C3C=CC(C3)C2C1=O)c1ccccc1 (stereo not drawn) | -2 | -0.1 | -1 | -27 | -4 | 13 | -2.5 | -5 | -3 | -8
CC(CCc1ccccc1)NC(=O)COC(=O)c1ccccc1Br (stereo not drawn) | -1 | -1.0 | 3 | -5 | 1 | 14 | -2.8 | 0 | -5 | -10
COC(=O)C(C)N(c1ccc(OC)cc1)S(C)(=O)=O (stereo not drawn) | 3 | 1.0 | 2 | 3 | -1 | 16 | -3.0 | -1 | 4 | -4
CC(=O)Nc1ccc(NC(=O)c2ccc(-c3ccc([N+](=O)[O-])cc3)o2)cc1 | 1 | 1.5 | -4 | -8 | -4 | -6 | 1.1 | 0 | -2 | -1
Cc1nn(C)c(Cl)c1C(=O)NCC(=O)O | -6 | 0.2 | 3 | 13 | -5 | 13 | -2.2 | -2 | -4 | -5
COc1ccc2c(CC(=O)Nc3ccc(N4CCOCC4)cc3)coc2c1 | -3 | 1.6 | 3 | -13 | 0 | 12 | -2.4 | -2 | 0 | -5
S=c1[nH]nc(-c2ccc(Cl)cc2)n1Cc1ccccc1 | -3 | 0.9 | 2 | -6 | 2 | -15 | 2.7 | 1 | 0 | -2
Nc1ccc2c(c1)C(O)c1ccc(Cl)cc1-2 (stereo not drawn) | 2 | 0.9 | -4 | -6 | 2 | -3 | 0.5 | 1 | -3 | -6
COC(=O)Nc1sc2c(c1C(=O)N1CCOCC1)CCC(C)C2 (stereo not drawn) | -5 | -0.1 | -3 | 8 | -1 | 13 | -2.5 | -3 | -6 | -11
COc1cc(C(=O)c2ccccc2)c(OC)cc1C(=O)Nc1ccc(O)cc1 | 4 | 1.5 | -5 | 6 | 1 | 10 | -1.9 | -2 | -3 | 3
CCCCOP(=O)(OCCCC)C(Nc1ccccc1)c1ccc2c(c1)OCO2 (stereo not drawn) | -2 | -0.3 | -6 | 17 | -7 | -38 | 7.1 | 3 | -4 | -11
CCOc1ccc(C(=O)OCC(=O)Nc2cc(S(=O)(=O)N3CCOCC3)ccc2N2CCOCC2)cc1 | -4 | 0.0 | 1 | -16 | 4 | 2 | -0.6 | 3 | -8 | -6
O=C(OCC(=O)N(Cc1ccccc1)Cc1ccccc1)c1cccc(O)c1 | -5 | 1.7 | 0 | 2 | -2 | -54 | 14 | -1 | 1 | -3
O=C(Oc1ccccc1Cl)c1ccc(N2CCOCC2)c([N+](=O)[O-])c1 | -1 | -0.9 | 4 | 0 | 0 | 5 | -0.9 | 0 | 0 | -2
Cc1cc(NC(=O)CSc2ccc(-c3cccc([N+](=O)[O-])c3)nn2)no1 | -2 | -11 | 0 | 2 | -1 | -13 | 2.7 | -1 | 56* | -1
c1ccc2c(c1)CCN(c1nc3cc4c(cc3s1)OCCO4)C2 | 0 | -1.4 | -1 | 2 | -1 | -21 | 3.3 | -1 | 27 | -6
Clc1ccc(-[n+]2c(-c3cccc(Br)c3)[nH]c3nc4ccccc4nc32)cc1 | -3 | 0.1 | nt | nt | nt | nt | nt | -1 | 6 | nt
Cn1c(=O)[nH]c(=O)c2c1nc(N1CCCC1)n2CC(O)COc1ccccc1 (stereo not drawn) | 1 | -2.1 | -5 | -7 | 2 | 13 | -2.6 | -2 | 3 | -4
O=C(CNC(=O)c1ccc(-c2ccccc2)cc1)OCc1c(F)cccc1Cl | -6 | -0.5 | -2 | -4 | -1 | -6 | 0.8 | -1 | 3 | 2

Single values from above:
Reading of Cc1[nH]c2ccccc2c1C(Nc1nccs1)c1ccncc1 (stereo not drawn) in V-ATPase pH: -1
Reading of COC(=O)c1cc(C)sc1NC(=O)CN1CCN(C(=O)C2CCCO2)CC1 (stereo not drawn) in C-LANA FP: -0.9
Reading of COc1ccc(CC(=O)Nc2ccc(S(=O)(=O)NC(C)C)cc2)cc1 in V-ATPase pH: 0
Reading of Cc1nn(C)c(Cl)c1C(=O)NCC(=O)O in V-ATPase pH: -2

Printed as active in CAL PDZ FP, among the entries above:
Structure	Keap1-Nrf2 PPI	C-LANA FP	MOR-DOR inv ag	OPRM1-OPRD1 ag	V-ATPase pH	CAL PDZ FP
Cc1cc(NC(=O)CSc2ccc(-c3cccc([N+](=O)[O-])c3)nn2)no1	-2	-11	-13	2.7	-1	56*

(next part)
SMILES | Keap1-Nrf2 PPI | C-LANA FP | cardiac RTF act | HTR5A inv ag | HTR5A ag | MOR-DOR inv ag | OPRM1-OPRD1 ag | V-ATPase pH | CAL PDZ FP | Cardiac RTF inh
CCOc1ccc(CCNC(=O)COC(=O)c2ccc(Br)o2)cc1OCC | -1 | 1.3 | -1 | -5 | -1 | 0 | 0.0 | 2 | -6 | -4
CCCSc1nc2cc(OC)c(OC)cc2c(=N)n1CCCN1CCOCC1 | -1 | -2.0 | -3 | -19 | -3 | 8 | -1.5 | -2 | -14 | 0
CC(=O)c1sc2nc(-c3cccs3)cc(C(F)(F)F)c2c1N | 0 | 10 | 17 | 3 | -3 | 6 | -1.0 | 4 | 1 | -26
CC(=O)c1ccc(N2CCN(C(=O)C(=O)c3cn(CC(=O)N4CCCCCC4)c4ccccc34)CC2)cc1 | 2 | 1.9 | -4 | -15 | 4 | 13 | -2.4 | 4 | -3 | -4
COc1ccc(N(CC(=O)NC2CCCC2)C(=O)Cn2nnc(-c3ccc(C)o3)n2)c(OC)c1 | 5 | 1.7 | -9 | -12 | 4 | 8 | -1.3 | 1 | -4 | -14
C/C(=N\n1c(C)nc2ccccc2c1=O)c1ccc(C)o1 | 2 | -3.5 | 1 | 2 | 1 | 8 | -1.6 | -1 | -2 | -2
COc1ccc(CCNC(=O)CSc2nnc3ccc(-c4cccnc4)nn23)cc1 | -3 | -0.4 | -2 | 15 | 3 | 8 | -1.5 | -7 | -4 | -10
CCOc1ccc(NC(=O)CSc2nc(NS(=O)(=O)c3ccc(C)cc3)cc(=O)[nH]2)cc1 | -1 | 0.5 | 5 | -13 | 4 | 0 | 0.0 | 7 | -8 | -1
CC(C)[C@H](CN1CCC[C@H]1CN1C(N)=NC[C@@H]1Cc1ccccc1)N1C[C@@H](Cc2ccccc2)N(CCc2ccc(Cl)c(Cl)c2)C1=N | 0 | -2.7 | 4 | 0 | -6 | 15 | -2.8 | -6 | 2 | -6
O=C(CCS(=O)(=O)c1ccc(Br)cc1)NCc1ccc(F)cc1 | -1 | 4.1 | -6 | 5 | -1 | 4 | -0.8 | -5 | -3 | 8
COc1ccccc1CNC(=O)CC(C)C | -5 | 2.5 | -3 | 6 | 14 | -1 | 0.1 | 2 | -5 | -6
CCCCCCCCCCCC1=C(O)C(=O)C=C(O)C1=O | -4 | 14 | -13 | -4 | -2 | 12 | -2.3 | 0 | 4 | 10
CCOC(=O)c1nnsc1NC(=O)Nc1ccc(OC)cc1 | -5 | 0.0 | 2 | -16 | -7 | -15 | 2.8 | -1 | nt | -7
O=C(c1ccc(Cl)c(S(=O)(=O)NCc2ccco2)c1)N1CCN(c2ccccc2F)CC1 | 0 | -0.8 | -2 | -86 | 13* | 10 | -1.7 | 2 | -11 | 1
Cc1noc2ncnc(Sc3ccc(Cl)cc3)c12 | -3 | 0.6 | 3 | 6 | -3 | 12 | -2.5 | -2 | -1 | -4

Assay outcomes: PubChem BioAssay, several laboratories
